V1R ag counter = V1a receptor agonism, counter-screen for OXTR agonists. P37288. CHO-V1R cells, Fluo-8 calcium fluorescence, agonist mode; 0% DMSO, 100% 3 nM vasopressin. activation, % at 3 µM. 320,000 compounds, 0.25% hits. AID 2797;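 active = activation above the mean activation of all tested compounds plus 3 SD, per screening run, cut at about 20% in these data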;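 note: signal is peak over basal fluorescence ratio across a 100 second FLIPR read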
VIM-2 inh = blocks Pseudomonas aeruginosa VIM-2 metallo-beta-lactamase; purified VIM-2, nitrocefin hydrolysis, epi-absorbance fluorescence; inhibition, % at 5.6 µM; 290,000 compounds, 0.89% hits; AID 1527;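 active = inhibition above the mean of all tested compounds plus 3 SD, cutoff set per screening run, cut at about 7.5% in these data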;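 note: red hydrolysis product quenches plate fluorescence so inhibitors raise well fluorescence; 0% = enzyme with DMSO and 100% = DMSO without enzyme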
HCV NS3 hel inh = inhibitors of Hepatitis C virus NS3 helicase; NS3 helicase DNA unwinding, Cy5 molecular beacon fluorescence; 290,000 compounds, 0.56% hits; inhibition, % at 10.9 µM; AID 1800;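 active = inhibition above the mean of all tested compounds plus 3 SD, set per campaign, cut at about 35% in these data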;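 note: 0% = DMSO wells and 100% = thioflavine S control wells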
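Assay system – hepatitis C virus NS3 helicase domain fragment enzyme · Buffer or medium – MOPS pH 6.5, MgCl2, DTT, Tween20, BSA · Reagent – Cy5/quencher beacon DNA duplex and ATP to start · Compound – single 10.9 µM dose · Timing – 1 h at 25 °C · Technique – Cy5 beacon fluorescence read at start and 1 h · Measure – % inhibition of unwinding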
GalR3 antag = human GalR3 antagonism. O60755. HEK293 GalR3-CNG cAMP membrane potential fluorescence; galR3 body fused to GalR1 C-terminus. inhibition, % at 3 µM. 360,000 compounds, 0.44% hits. AID 651719;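 active = inhibition above the screen-wide average plus 3 SD, cut at about 13% in these data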;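 note: forskolin and galanin both at EC90 stimulate the cells; cAMP rise reported by CNG channel membrane potential dye signal; 0% = forskolin plus galanin with DMSO and 100% = forskolin alone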
OXTR ag = agonists of human oxytocin receptor. P30559. activation, % at 3 µM. 320,000 compounds, 0.32% hits. CHO-OTR cells, Fluo-8 calcium fluorescence; normalized: DMSO 0%, oxytocin 100%;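 active = activation above the mean of all tested compounds plus 3 SD, cutoff set per screening run, cut at about 20% in these data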;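 note: peak over basal fluorescence ratio from a 100 s FLIPR kinetic read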
Target sequence (P30559 whole entry, looked up): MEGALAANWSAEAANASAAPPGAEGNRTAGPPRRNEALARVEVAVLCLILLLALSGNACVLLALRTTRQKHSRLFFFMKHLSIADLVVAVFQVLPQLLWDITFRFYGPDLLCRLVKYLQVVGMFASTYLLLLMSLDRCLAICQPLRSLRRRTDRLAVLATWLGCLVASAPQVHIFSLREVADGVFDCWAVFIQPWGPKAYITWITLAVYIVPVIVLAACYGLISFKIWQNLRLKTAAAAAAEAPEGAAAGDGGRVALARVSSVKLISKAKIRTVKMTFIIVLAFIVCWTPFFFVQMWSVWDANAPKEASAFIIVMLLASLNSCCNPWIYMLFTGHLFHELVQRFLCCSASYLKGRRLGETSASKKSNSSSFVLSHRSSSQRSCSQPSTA
PHOSPHO1 inh = PHOSPHO1 (human) inhibition | Q8TCT1 | recombinant PHOSPHO1, absorbance phosphatase assay | 290,000 compounds, 1.1% hits | inhibition, % at 13.3 µM | AID 1565; in the data active = inhibition above about 60%
Target sequence (Q8TCT1 whole entry, looked up): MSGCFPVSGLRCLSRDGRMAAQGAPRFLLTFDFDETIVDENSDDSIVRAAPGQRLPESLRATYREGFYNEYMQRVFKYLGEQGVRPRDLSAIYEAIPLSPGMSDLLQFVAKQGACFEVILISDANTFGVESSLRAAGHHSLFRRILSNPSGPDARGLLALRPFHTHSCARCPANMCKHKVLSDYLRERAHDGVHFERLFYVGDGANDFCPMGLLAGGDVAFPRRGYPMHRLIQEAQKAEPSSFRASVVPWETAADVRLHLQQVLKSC
GPR7 antagonist = blocks human GPR7 receptor signaling. GPR7-expressing cells, fluorescence antagonist assay. inhibition, % at 4.4 µM. P48145. 290,000 compounds, 1.1% hits; in the data active = inhibition above about 16%, passing the limit was not always enough;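 note: cells stimulated with the agonist NPW; 0% = agonist with vehicle and 100% = vehicle without agonist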
Target sequence (P48145 whole entry, looked up): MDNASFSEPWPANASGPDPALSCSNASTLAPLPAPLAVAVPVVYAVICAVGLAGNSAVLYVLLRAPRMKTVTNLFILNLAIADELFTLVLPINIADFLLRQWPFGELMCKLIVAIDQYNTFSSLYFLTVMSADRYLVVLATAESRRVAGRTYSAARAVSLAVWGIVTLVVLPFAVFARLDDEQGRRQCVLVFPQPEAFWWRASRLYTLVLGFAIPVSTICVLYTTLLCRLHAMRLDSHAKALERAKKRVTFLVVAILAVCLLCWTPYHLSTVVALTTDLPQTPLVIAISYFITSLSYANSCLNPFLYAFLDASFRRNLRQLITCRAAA
IMP-1 inh = inhibitors of Pseudomonas aeruginosa IMP-1 metallo-beta-lactamase | purified IMP-1, nitrocefin hydrolysis, epi-absorbance fluorescence | AID 1556 | inhibition, % at 5.6 µM | 290,000 compounds, 0.45% hits;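 active = inhibition above the mean plus 3 SD of all compounds in the same screening run, cut at about 4.5% in these data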;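 note: 0% = IMP-1 with DMSO and 100% = DMSO wells lacking enzyme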
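system = purified recombinant IMP-1 beta-lactamase | amount = 0.2 nM IMP-1, as dispensed | medium = HEPES buffer pH 7.1 with ZnSO4 and Brij 35 | times = 25 °C, 15 min preincubation, 25 min reaction | detection = plate fluorescence quenching by hydrolysis product, ex 480/em 530 nm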
DNA FID counter = counter-screen for HCV NS3 helicase inhibitors: DNA intercalator displacement | 290,000 compounds, 0.17% hits | inhibition, % at 7.9 µM | DNA fluorescent intercalator displacement, fluorescence | AID 1845; in the data active = inhibition above about 37%;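 note: 0% = vehicle and 100% = reference compound; higher means more ethidium bromide displaced from hairpin DNA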
Active calls of the source: *; · = not tested or not shown; & = joins results of further samples.

The first six records, ahead of the listing:
mol	V1R ag counter	VIM-2 inh	HCV NS3 hel inh	GalR3 antag	OXTR ag	PHOSPHO1 inh	GPR7 antagonist	IMP-1 inh	DNA FID counter
O=c1nccc(Nc2ccccc2)[nH]1	0.2	-1.9	6	-6	-0.3	34	-9	-3.1	1
CC(C)c1ccc(NC(=O)CC2Oc3ccccc3NC2=O)cc1 (stereo unspecified)	-0.3	-1.7	2	-8	-1.4	-2	-9	-1.7	-22
O=C(COC(=O)c1ccc(Br)o1)Nc1ccc(S(=O)(=O)N2CCCC2)cc1	3.5	0.8	2	-4	4.8	-24	-13	-4.3	-11
CCN(CC)C(=O)C(=O)c1c(-c2ccccc2)[nH]c2ccccc12	-0.6	-2.5	3	-3	-1.3	-26	11	-2.7	-20
CC(C)NC(=O)Nc1ccc(Br)cc1Cl	-1.5	-1.2	6	-2	-0.4	-8	-15	-0.6	-5
C=CCN1C(=O)C(CC(=O)NCC)SC1=Nc1ccc(S(N)(=O)=O)cc1 (stereo unspecified)	1.3	0.4	10	0	0.2	-32	-12	-1.4	-4

This part in full, previewed entries included:
mol	V1R ag counter	VIM-2 inh	HCV NS3 hel inh	GalR3 antag	OXTR ag	PHOSPHO1 inh	GPR7 antagonist	IMP-1 inh	DNA FID counter
O=c1nccc(Nc2ccccc2)[nH]1	0.2	-1.9	6	-6	-0.3	34	-9	-3.1	1
CC(C)c1ccc(NC(=O)CC2Oc3ccccc3NC2=O)cc1 (stereo unspecified)	-0.3	-1.7	2	-8	-1.4	-2	-9	-1.7	-22
O=C(COC(=O)c1ccc(Br)o1)Nc1ccc(S(=O)(=O)N2CCCC2)cc1	3.5	0.8	2	-4	4.8	-24	-13	-4.3	-11
CCN(CC)C(=O)C(=O)c1c(-c2ccccc2)[nH]c2ccccc12	-0.6	-2.5	3	-3	-1.3	-26	11	-2.7	-20
CC(C)NC(=O)Nc1ccc(Br)cc1Cl	-1.5	-1.2	6	-2	-0.4	-8	-15	-0.6	-5
C=CCN1C(=O)C(CC(=O)NCC)SC1=Nc1ccc(S(N)(=O)=O)cc1 (stereo unspecified)	1.3	0.4	10	0	0.2	-32	-12	-1.4	-4
Cn1cnc(S(=O)(=O)Nc2ccc(C(F)(F)F)cc2)c1	0.6	-3.1	4	2	0.6	7	5	-2.5	-1
CC(C)(C)c1ccc(Oc2ccc(NC(=O)c3ccccc3C(=O)O)cn2)cc1	1.8	-3.5	-6	3	1.5	-10	-3	-2.4	-10
O=C(CN1CCCCCC1)N/N=C/c1cccs1	0.0	-0.7	-1	5	-0.2	26	-5	1.2	5
O=C(Nc1sc2c(c1C(=O)O)CCC2)c1ccccc1Cl	-0.3	0.4	24	-8	-1.1	24	18	0.6	-6
CCNc1nc(Oc2ccccc2)nc(OC(C)C(=O)OCC)n1 (stereo unspecified)	-0.9	-2.6	5	5	-0.6	8	-6	-0.4	-12
COCc1ccc(CN2CCC(n3nccc3NC(=O)C(OC)c3ccccc3)CC2)o1 (stereo unspecified)	0.1	0.1	2	-3	0.5	0	-1	-1.1	-3
COc1ccc(-n2nc(C(=O)NCC(=O)NCCCN3CCCCCC3)c3ccccc3c2=O)cc1Cl	-1.6	-2.6	-44	0	-0.8	44	-1	-2.2	10
Cc1ccc(C(=O)NC(=S)Nc2cccc(NC(=O)c3ccccc3)c2)cc1[N+](=O)[O-]	-0.8	0.4	-9	0	-2.4	8	-3	-2.6	-1
CCOC(=O)C1=C(CC)Nc2ccccc2N=C1NC(=O)CCNC(C)=O	-0.6	-1.4	-2	-2	0.3	28	-1	-1.1	-6
COc1cccc2c(=O)n(CC(=O)N3CCN(c4ccccc4)CC3)ccc12	-0.1	-7.1	-5	·	-0.5	19	-11	-4.3	-1
CC(=O)NS(=O)(=O)c1ccc(NC(=O)NC2CCCCC2)cc1	0.4	-0.5	0	-7	1.7	50	-6	-1.2	1
O=C(c1cc(C2CC2)on1)N1CCCC(N2CCN(c3ccc(F)cc3)CC2)C1 (stereo unspecified)	-0.9	-1.3	18	1	-2.9	17	-14	-5.4	-23
Cc1ccc(CN2C(=O)CCC2C(=O)NCc2ccc3c(c2)OCO3)cc1 (stereo unspecified)	-0.3	-1.4	5	-6	-0.5	18	-14	-2.4	-8
COc1ccc(C2c3c(oc4ccccc4c3=O)C(=O)N2Cc2ccncc2)cc1OC (stereo unspecified)	2.9	-0.3	3	-3	1.1	·	-10	-2.1	-14
CC1CN(Cc2cc(=O)oc3cc(O)ccc23)CC(C)O1 (stereo unspecified)	2.4	-3.5	2	-2	2.2	28	-3	-5.2	-8
C=CCNC(=S)N1CCC(C(N)=O)CC1	-0.1	-2.4	7	3	1.3	8	0	-0.8	0
Cc1ccc(NC(=O)CSc2nc(=O)cc(N)n2-c2ccccc2)cc1	1.4	-2.1	10	-1	0.6	-48	-8	-4.2	-6
O=C(CCS(=O)(=O)c1ccccc1)Nc1ccc(N2CCOCC2)cc1	0.0	-0.7	13	-3	-0.7	-26	-5	-0.3	-1
COc1ccc(CC(=O)Nc2ccc(-c3csc(C)n3)cc2)cc1	1.4	-4.2	-9	3	-1.3	-15	-4	-2.0	-17
O=C1c2ccc(-c3ccc4c(c3)C(=O)N(CCO)C4=O)cc2C(=O)N1CCO	1.2	-1.0	18	-3	0.4	25	0	-2.0	-13
Cc1ccc2nc3c(c(N)c2c1)CCN3C	7.7	-1.0	-7	-3	0.4	23	6	-2.7	42*
CNC(=O)N(C1=NCCCCC1)c1ccc(Br)cc1	0.7	-1.5	-1	-5	-0.9	6	1	-3.4	0
COC(=O)c1ccc(NC(=O)CSc2nnc(C(C)NC(=O)c3ccccc3Cl)n2C)cc1 (stereo unspecified)	-0.8	0.4	5	-1	-0.8	41	6	-0.3	-20
O=C(NC1CCCC1)C(c1ccccc1F)N(C(=O)c1ccco1)C1CCCC1 (stereo unspecified)	0.3	1.3	5	-1	-2.1	21	0	-1.1	-23
O=C(Nc1ccccc1[N+](=O)[O-])c1cc(S(=O)(=O)Nc2ccccn2)ccc1Cl	0.7	0.4	10	-5	-1.1	15	-4	0.0	-10
C=CCn1c(NC)cc(=O)n(C)c1=O	1.9	-0.3	6	-1	-0.3	11	1	-2.9	-4
CC(=O)Nc1ccc(Nc2ncnc3c2cnn3-c2ccc(C)cc2C)cc1	0.4	2.5	-3	-8	1.5	14	-1	-2.2	-15
COc1nc(-c2ccc(C)cc2)ccc1-c1noc(-c2cccnc2)n1	0.0	·	·	-1	-1.0	-10	·	·	·
COc1ccc(OCC(O)CNC(=O)c2ccccc2)cc1 (stereo unspecified)	0.5	0.0	-1	-4	0.1	15	-15	0.7	-2
Cc1ccc(C(=O)COC(=O)c2cc(=O)[nH]c3ccccc23)cc1C	-0.6	-4.4	-1	10	-1.7	6	-12	-3.1	-5
CCN1CC=C2C(C#N)=C(N)C(C#N)(C#N)[C@H](c3ccoc3)[C@H]2C1	4.1	1.8	7	·	3.2	25	-3	0.8	0
COc1cccc(OC)c1C(=O)Nc1ccc(N2CCCCC2)cc1	1.0	-2.4	-3	1	0.4	-50	2	-0.9	-10
N#CCCN(C(=O)COc1ccc(Br)cc1F)c1ccc(F)cc1	2.8	-0.9	-2	-4	0.2	28	-2	-2.4	-27
CCN(CC)C(=O)c1ccc2c(c1[N+](=O)[O-])C(=O)c1ccccc1C2=O	1.3	-0.5	-8	·	-0.4	4	-6	-2.9	0
O=C(O)c1ccccc1C(=O)NC1CCN(c2nccc(C(F)(F)F)n2)CC1	0.8	-0.5	-6	-5	1.6	31	-3	-0.5	-5
Cn1nc(C(=O)NCc2cccnc2)c2ccccc2c1=O	0.0	-1.7	-9	-5	0.8	-16	-7	-2.3	-2
CSc1nc(-c2ccccc2)cc(C)c1C#N	-1.0	1.7	-4	0	-2.2	25	12	1.0	-1
COc1ccc(NC(=O)C(=O)N/N=C/c2cccnc2)cc1	0.8	-2.5	14	1	1.2	25	-10	-2.1	-5
O=C(c1ccco1)N1CCN(C(=O)C2CC(c3ccc(Cl)c(Cl)c3)=NO2)CC1 (stereo unspecified)	4.1	-1.2	1	-5	5.7	12	13	-3.4	-27
CC(=O)Oc1ccccc1C(=O)Nc1ncc([N+](=O)[O-])s1	14	-0.8	9	·	20*	48	-3	-2.4	3
CCOc1ccc2[nH]c(=O)c(C(c3nnnn3Cc3ccco3)N3CCCC(C)C3)cc2c1 (stereo unspecified)	-0.9	-1.1	20	-1	-1.5	-21	1	0.0	-19
CCOC(=O)N1CCN(C(=O)c2ccc3c(c2)N(C)C(=O)/C(=C\c2ccc(OCC)c(OC)c2)S3)CC1	5.0	-1.1	-9	-3	3.8	58	-23	-3.9	-69
Cc1cccc(OCCOc2ccccc2C=C(C#N)C#N)c1	-1.5	1.6	8	0	-1.8	-4	13	0.1	3
CCCCNc1ncnc2c1nnn2Cc1ccccc1Cl	-1.2	-0.8	8	-11	-2.1	·	3	-1.7	-20
Cc1cc(=O)cc(C)n1-c1ccc(Cl)c(Cl)c1	0.7	-1.0	34	8	0.6	22	-11	-2.6	-15
CCOC(=O)c1c(Nc2ccc(Cl)cc2)sc(/C=C2\C=Nc3ccccc32)c1O	0.3	-1.9	2	-5&-4	0.2	9	-10	-0.7	1
COC(=O)c1c(C(=O)OC)c2ccccn2c1C(=O)c1ccccc1	-0.1	0.2	-6	-11	-0.8	14	-10	-4.6	-26
CC(=O)NCCc1nc2cc(NC(=O)c3ccc(Cl)cc3)ccc2n1C	2.5	-1.8	9	-4	0.1	20	-2	-2.6	-3
O=C(NCCc1ccc2c(c1)OCCO2)c1ccc([N+](=O)[O-])cc1Cl	0.1	-0.8	5	-3	-0.8	20	-2	-2.8	-1
Cc1cc(C)c[n+](CC(=O)c2ccc(-c3ccccc3)cc2)c1	4.2	-2.2	-11	-4	2.3	10	-2	-0.5	3
NNC(=O)c1cc(-c2ccc(O)cc2)nc2ccc(Br)cc12	1.2	-3.3	11	-6	-0.2	42	-8	-2.0	3
N#Cc1ccc(NC(=O)c2cc(-c3cccs3)on2)cc1	0.6	-1.4	5	6	0.8	44	-1	-0.4	2
Cc1cc(C(=O)CN2C(=O)NC3(CCCc4sccc43)C2=O)c(C)n1-c1ccccc1 (stereo unspecified)	2.1	-3.5	-4	-6	-0.3	0	-7	-1.7	-5
COCC(=O)N1CCN(c2nc3ccccc3o2)CC1	0.8	1.3	3	-6	1.0	-10	-2	-1.9	-6
